Source: PubChem BioAssay
Avidin bead fluor = compound fluoresces at 488/530 nm on avidin beads. compound fluorescence 488/530 nm, flow cytometry; hits give high values. fluorescence (KMESF) at 10 µM. 220,000 tested, 0.38% active. AID 1775; in the data active = fluorescence above about 47; note: inactives centre near 10
Mcl1 Bid PPI = Mcl-1/Bid interaction inhibition; TR-FRET Mcl-1/Bid-Dy647 peptide binding, 1536-well; inhibition, % at 21.7 µM; 220,000 tested, 0.97% active;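 active = compounds that cut the binding signal by more than half at the single screening dose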;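 note: His-tagged Mcl-1 with europium anti-His antibody binding Bid BH3 peptide; 0% = Mcl-1 plus peptide wells and 100% = peptide-only wells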
Target sequence (Q07820 whole entry, looked up): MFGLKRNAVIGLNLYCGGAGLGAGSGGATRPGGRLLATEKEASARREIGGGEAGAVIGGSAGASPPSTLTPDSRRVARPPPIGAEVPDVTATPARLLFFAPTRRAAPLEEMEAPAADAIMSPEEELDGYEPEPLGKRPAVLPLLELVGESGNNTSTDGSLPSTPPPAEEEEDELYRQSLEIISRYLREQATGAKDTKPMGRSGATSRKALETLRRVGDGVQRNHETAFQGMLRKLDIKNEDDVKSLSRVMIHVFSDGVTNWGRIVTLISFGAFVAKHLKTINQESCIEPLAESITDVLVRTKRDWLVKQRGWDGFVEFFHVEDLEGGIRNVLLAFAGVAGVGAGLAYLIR
Pf gametocyte = P. falciparum stage V gametocyte viability inhibition | inhibition, % at 10.9 µM | 150,000 tested, 0.065% active | P. falciparum stage V gametocytes, ATP luminescence, 24 h;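 active = inhibition above the mean plus 3 SD of compounds within the control limits, set per campaign, cut at about 38% in these data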;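 note: 0% = DMSO wells and 100% = medium only without gametocytes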
Mcl1 Noxa PPI = Mcl-1/Noxa interaction inhibition; 220,000 tested, 1.5% active; TR-FRET Mcl-1/Noxa peptide binding, 2 h; inhibition, % at 21.7 µM; AID 1022; Q07820;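 active = compounds that cut the protein-peptide binding signal by more than 50% relative to plate controls in a single-dose test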;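 note: His-tagged Mcl-1 with rhodamine Noxa BH3 peptide and terbium anti-His antibody; 0% = Mcl-1 plus Noxa peptide wells and 100% = peptide-only wells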
* = called active by the depositor.

Every second line gives: Avidin bead fluor | Mcl1 Bid PPI | Pf gametocyte | Mcl1 Noxa PPI
CCNC(=O)C1CC(=O)N(CCCc2ccccc2)C(=Nc2ccccc2)S1 (stereo not drawn)
  4 | -21 | 13 | 2
CCOP1(=O)OCC2OC(n3cnc4c(N)ncnc43)C(O)C2O1 (stereo not drawn)
  7 | -31 | -6 | -1
O=C(NN1C(=O)C2C(C1=O)C1C=CC2C12CC2)c1ccc(Cl)cc1 (stereo not drawn)
  7 | 100* | 4 | 32
CCCCN(C)C(=O)c1cc2c(s1)-c1ccccc1S(=O)(=O)C2
  9 | 12 | -25 | -14
O=S(=O)(Nc1ccncc1Cl)c1cc(Cl)ccc1Cl
  18 | -17 | -1 | -17
CCc1ccc(N2Cc3ccccc3C2)cc1
  8 | -77 | 10 | 13
COC(=O)c1c(-c2snnc2C)n[nH]c1C
  7 | -14 | 10 | -9
O=C(Nc1ccccc1)N1CCCN(c2nccc(C(F)(F)F)n2)CC1
  3 | 13 | 7 | -2
COc1ccc(-c2c(C(F)(F)F)nn(C)c2NC(=O)c2cccnc2)cc1
  7 | -36 | 16 | 10
O=C1NCCCC1C(=O)N/N=C/c1ccccc1[N+](=O)[O-] (stereo not drawn)
  7 | 12 | 12 | 5
C=CCn1c(SCC(=O)Nc2ccc(C(=O)O)cc2)nnc1-c1cccnc1
  8 | -50 | -5 | 19
COc1ccccc1N1CC(C)(C)C(=O)N(C(=O)c2c(F)cccc2Cl)C1=S
  14 | -20 | 6 | -7
Cc1ccc(OCCC(=O)O)cc1
  6 | -13 | 18 | -9
COc1cccc(Cl)c1NC(=O)N1CCc2c([nH]c3ccccc23)C1C(F)(F)F (stereo not drawn)
  4 | -15 | -8 | -31
O=C1CCN(Cc2ccccc2)C(=O)N1c1ccccc1
  6 | -10 | 10 | 8

Taken from above.
`Cc1ccc(OCCC(=O)O)cc1` in Avidin bead fluor: 6
`O=C(NN1C(=O)C2C(C1=O)C1C=CC2C12CC2)c1ccc(Cl)cc1` (stereo not drawn) in Mcl1 Noxa PPI: 32
`O=S(=O)(Nc1ccncc1Cl)c1cc(Cl)ccc1Cl` in Mcl1 Noxa PPI: -17
`C=CCn1c(SCC(=O)Nc2ccc(C(=O)O)cc2)nnc1-c1cccnc1` in Mcl1 Bid PPI: -50
`O=C(Nc1ccccc1)N1CCCN(c2nccc(C(F)(F)F)n2)CC1` in Avidin bead fluor: 3
`CCc1ccc(N2Cc3ccccc3C2)cc1` in Mcl1 Noxa PPI: 13

Returning to the listing with the 3 entries that preceded the break.
Every second line gives: Avidin bead fluor | Mcl1 Bid PPI | Pf gametocyte | Mcl1 Noxa PPI
Cc1ccc(OCCC(=O)O)cc1
  6 | -13 | 18 | -9
COc1cccc(Cl)c1NC(=O)N1CCc2c([nH]c3ccccc23)C1C(F)(F)F (stereo not drawn)
  4 | -15 | -8 | -31
O=C1CCN(Cc2ccccc2)C(=O)N1c1ccccc1
  6 | -10 | 10 | 8
Cc1nc(C(=O)NNC(=O)Nc2ccccc2)cs1
  6 | -19 | -19 | -1
COc1ccc(-c2nn(C)c(=O)c3ccccc23)cc1CNC(=O)C1CCCCC1
  4 | -18 | -7 | -19
CCN(CC)CCCN=C(N)N
  9 | -18 | -11 | -19
O=C(O)c1ccccc1Sc1ncnc2sccc12
  2 | -10 | 11 | 0
CC(C)(C)C(=O)NC(=O)Nc1ccccc1C(F)(F)F
  6 | -27 | 1 | 2
Cc1c(NC(=S)N/N=C/c2ccc([N+](=O)[O-])cc2O)c(=O)n(-c2ccccc2)n1C
  8 | -134 | -16 | -115
c1ccc(C(c2ccccc2)N2CCN(Cc3nc(-c4cnccn4)no3)CC2)cc1
  6 | -11 | -15 | 14
CCCCCc1cccnc1
  5 | 1 | 4 | -17
O=C(O)c1ccc(N/N=C/c2ccc3nccnc3c2)cc1
  8 | -39 | -13 | 16
N#CCCC(CCC#N)C1=NCCc2ccccc21
  3 | -16 | 12 | -9
Cc1ccc(C)c(NS(=O)(=O)c2ccc3[nH]c(=O)[nH]c3c2)c1
  7 | -16 | 1 | 2
Cc1cscc1NC(=O)/C=C/C(=O)O
  5 | 22 | 20 | 16
O=C(Nc1ccc(Br)c(C(F)(F)F)c1)c1ccc(C(F)(F)F)cc1
  7 | -32 | -22 | -1
O=C(CCCN1C(=O)/C(=C/c2cccs2)SC1=S)NNC(=O)c1cccnc1
  9 | -30 | 13 | 2
COc1cc(C(C(=O)Nc2c(C)cccc2C)N(C)C(=O)c2ccc(-n3cnnn3)cc2)ccc1O (stereo not drawn)
  4 | -70 | 2 | -7
CCOP(=O)(OCC)/C(=N/OC(=O)c1ccc(OC)cc1)C(N)=O
  2 | 6 | 9 | 15
COCCCNC(=O)C(CC(N)=O)NC(=O)OCc1ccccc1 (stereo not drawn)
  5 | -8 | 5 | -23
COc1ccc(C(=O)Nc2ccc(S(=O)(=O)Nc3cc(C)nc(C)n3)cc2)cc1
  8 | -24 | -6 | 2
CCSC1=N/C(=C\C=C2/Oc3ccccc3N2CC)C(=O)S1
  8 | -27 | -2 | 26
COc1ccc(-c2nnc(NC(=O)Cc3ccccc3)s2)c(OC)c1
  6 | -2 | 18 | -19
CC1(C)Cc2c(sc(NC(=O)COc3cccc4ccccc34)c2C#N)C(C)(C)N1
  6 | 24 | 1 | -3
CCC(=O)c1c[nH]c(C(=O)NCc2cccs2)c1
  8 | -39 | 3 | -3
O=C1/C(=C/C=C/c2ccco2)SC(=S)N1NS(=O)(=O)c1ccccc1
  11 | 74* | 8 | 111*
COc1ccc(-c2cc(C(F)(F)F)c(C#N)c(=O)[nH]2)cc1
  5 | 12 | -7 | 13
CCCCC1(CO)C(=O)N(c2ccccc2)N(c2ccccc2)C1=O
  6 | 28 | -3 | -13
Cc1cccc(Nc2nc(N)c([N+](=O)[O-])c(NCCO)n2)c1
  3 | -13 | 14 | -2
CCn1nc(C)c(Br)c1-c1nc(CS(=O)(=O)c2ccc(F)cc2)no1
  6 | -10 | -8 | -11
S=c1[nH]c2cc(Br)cnc2[nH]1
  4 | -47 | -2 | 35
Cc1ccc(/C=N/Nc2ncnc3nc[nH]c23)cc1
  8 | -9 | 6 | 17
CN1CCCN(C(=O)c2cc(-c3cccc4ccccc34)nc3ccccc23)CC1
  14 | -23 | -11 | 2
Cc1[nH]c2ccccc2c1/C=N/NC(=O)c1cc(C(C)C)[nH]n1
  9 | -28 | 15 | 18
Cc1ccc(NCC(=O)N=Nc2c(O)[nH]c3ccc([N+](=O)[O-])cc23)cc1
  3 | -24 | -33 | 33
Cc1cc(-c2n[nH]c(=S)n2/N=C/c2ccc(C)o2)n[nH]1
  5 | -138 | -9 | 26
O=C(CSc1nc2ccccc2o1)N/N=C/c1ccc(O)c(O)c1
  8 | -132 | 15 | 37
Oc1ccc(/C=N/Nc2nc(-c3cccnc3)nc3ccccc23)c(O)c1
  11 | -11 | -5 | 84*
CC1(C)Cc2nc3sc4c(SCC(=O)O)ncnc4c3cc2CO1
  3 | -10 | 14 | 29
CCOC(=O)c1cn2nc(Oc3ccc(NC(C)=O)cc3)ccc2n1
  6 | 4 | -19 | -2
Oc1ccc(/C=N/NC(=S)NC2CC3CCC2C3)cc1 (stereo not drawn)
  6 | -24 | -7 | 10
COc1ccccc1-c1nnc(SCC(=O)Nc2ccc(S(N)(=O)=O)cc2)n1N
  7 | -3 | -15 | -29
CC(=O)C1=C(C)OC2(O)c3ccccc3C(=O)C12O (stereo not drawn)
  10 | -15 | -9 | -13
NC(=S)N1CCCc2ccccc21
  3 | -28 | -2 | 2
CCCNC(=O)C1CC(c2cccc(F)c2)=NO1 (stereo not drawn)
  9 | -46 | -6 | 1
CCOC(=O)c1ccc(NC(=S)NCc2ccco2)cc1
  7 | -79 | -5 | 3
Cc1cc(NC(=O)c2cc3cccc([N+](=O)[O-])c3[nH]2)ccc1F
  5 | -2 | -1 | 54*
CCOC(=O)c1cc2c(=O)n3cccc(C)c3nc2n(CC(C)C)c1=NC(=O)c1ccco1
  11 | -11 | -5 | 17
Cc1ccc(SCC(=O)c2ccc(CC(=O)O)s2)cc1
  7 | -12 | -28 | 23
CC(=O)Nc1ccc(S(=O)(=O)N2c3ccccc3NC(=O)CC2C)c(Cl)c1 (stereo not drawn)
  8 | -20 | 8 | -15
Cc1ccc(Oc2nc(-c3ccccn3)nc3ccccc23)cc1
  6 | -20 | 22 | -7
N#Cc1cc(-c2ccccc2)nc(NN)n1
  7 | -29 | 9 | 0
COC(=O)/C=C1\N/C(=N\c2nc(C)cc(C)n2)N(c2ccccc2)C1=O
  6 | -3 | -18 | 13
COc1ccccc1CNC(=O)C1=CCN(S(=O)(=O)c2ccc(C)cc2)CC1
  6 | -12 | -10 | 8
O=C(CN1CCc2ccccc21)NN1CC(=O)N(c2ccc(Cl)cc2)CC1=O
  8 | -45 | 11 | -3
CC(NC(=O)c1ccc2c(c1)OCO2)C(c1cccs1)N1CCN(c2ccccc2)CC1 (stereo not drawn)
  7 | -12 | 10 | 1
O=C1C(Nc2ccccc2)=CC(c2ccc(O)cc2)N1c1ccccc1 (stereo not drawn)
  29 | 0 | 4 | 4
COc1cc(-c2cc(C(=O)Nc3ccc(S(=O)(=O)Nc4ncccn4)cc3)c3ccccc3n2)cc(OC)c1OC
  7 | -3 | 15 | 34
COc1ccc(/C=N/N=C2/SCC(=O)N2Cc2ccccc2)cc1
  3 | 3 | 4 | -10
COc1ccc(NC(=O)N[C@@H](CCSC)C(=O)O)cc1OC
  8 | -32 | 11 | 5
FC(F)(F)COc1ccc(-c2nnc(SCc3ccccc3)o2)cn1
  2 | -10 | -21 | 11
CCOC(=O)C1CCN(C(=O)Nc2ccc(OC(F)(F)F)cc2)CC1
  8 | -1 | -3 | 9
COC(=O)c1sccc1NC(=O)CC1C(=O)NCCN1C(=O)Nc1ccc(OCc2ccccc2)cc1 (stereo not drawn)
  8 | -2 | -9 | 32

The listing continues:
Every second line gives: Avidin bead fluor | Mcl1 Bid PPI | Pf gametocyte | Mcl1 Noxa PPI
O=C(COC(=O)c1cccc(S(=O)(=O)N2CCN(c3ccccc3)CC2)c1)NCC1CCCO1 (stereo not drawn)
  9 | -41 | -10 | -2
Cc1ccc(NC(=O)CN(C)C(=O)CSc2nnnn2C)cc1
  3 | -4 | 7 | 0
Cc1c(S(=O)(=O)c2ccccn2)c(N)n(Cc2ccccc2Cl)c1C
  8 | -37 | 10 | 9
O=C(c1ccc([N+](=O)[O-])o1)N1CCc2ccccc2C1
  10 | -18 | 7 | 19
COc1cccc(C(=O)NNC2=C(C(=O)C(F)(F)F)CCC2)c1
  3 | -82 | -35 | -18
COC(=O)c1c(NC(=O)C(Cl)Cl)sc2c1C(C(=O)OC)CC2 (stereo not drawn)
  5 | -5 | -4 | 17
CC(C(=O)N(C)Cc1ccccc1)N1CCN(C/C=C/c2ccccc2)CC1 (stereo not drawn)
  4 | 45 | 22 | 41
Cc1ccc(OCc2nnc(N)s2)cc1C
  8 | -21 | -47 | -15
CCn1c(SCC(=O)Nc2ccc3[nH]c(=O)[nH]c3c2)nnc1-c1ccccc1
  9 | -93 | -7 | 41
O=C(O)c1ccc(S(=O)(=O)c2ccc3c(c2)C(=O)N(c2ccc(O)cc2)C3=O)cc1
  8 | -35 | -14 | 26
O=C1N/C(=N/N=C/c2ccccc2O)SC1Cc1ccc(F)cc1 (stereo not drawn)
  7 | -5 | -16 | 8
Nc1nonc1-n1nnc(C(=O)N/N=C/c2ccc(OCc3ccc(F)cc3)cc2)c1COc1ccccc1
  7 | 8 | 3 | 3
O=C1/C(=C/c2cccnc2)SC(=S)N1N1CCOCC1
  8 | 22 | 6 | 28
C/C(CCC1CC(C)OC1=O)=N\NC(N)=O (stereo not drawn)
  9 | -28 | -9 | 0
CSc1c(C#N)c(N)nc2sc(C(=O)c3ccccc3)c(N)c12
  5 | -38 | 12 | 6
COc1ccccc1CC(=O)O/N=C(\N)c1ccccn1
  8 | -15 | -33 | 2
COc1ccc(C(=O)O)cc1S(=O)(=O)NC(C)(C)C
  9 | -12 | 8 | -10
Cc1ccc2c(C(=O)CN3CCN(C(=O)c4ccco4)CC3)c(C)[nH]c2c1
  3 | -11 | 4 | -2
CC1(OC(=O)c2ccc(Cl)nc2)C(=O)C=C2C=C3CCCN3C=C2C1=O (stereo not drawn)
  8 | -106 | -46 | 59*
Cc1cc(C)c(O)c(-c2cc(C(=O)Nc3cccnc3)[nH]n2)c1
  5 | -50 | -17 | 40
NNC(=O)C(Cc1c[nH]c2ccccc12)NC(=O)c1ccccc1 (stereo not drawn)
  7 | -16 | 8 | -9
CCC(C(=O)NC(C)(C)C)N(Cc1cccs1)C(=O)CNS(=O)(=O)c1ccccc1 (stereo not drawn)
  8 | -32 | 2 | 1
CN(CCC#N)C(=O)CC1(Cc2ccccc2)CCOC(C)(C)C1 (stereo not drawn)
  27 | -5 | 0 | 3

The list is partial, so the mix of outcomes need not match the whole.
